aSyn yeast rescue: rescues yeast growth from alpha-synuclein toxicity. S. cerevisiae alpha-synuclein toxicity rescue, BacTiter-Glo growth, 24 h. Potency, µM (top dose mostly 46.1 µM), for the others: at the highest dose growth rescue (activation), actives largely listed as activators. hit rate 0.02% among 94,000; active means well fitted activation curve with a large enough effect; further: 0% is about no effect
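Growth restoration measured by BacTiter-Glo luminescence after 24 hr at 30 deg C; alpha-synuclein yeast, raffinose-pregrown to mid-log, were added at OD600=0.02 in galactose medium onto pinned compounds.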
The depositor's hits bear a star; & = joins results of further samples; [ ] = remark or other dose. Potency means the concentration at half of the fitted maximal effect. Not all compounds are listed; the hit share may differ from the screen's.

structure,aSyn yeast rescue
Cc1cc(NC(=O)c2cc3cc([N+](=O)[O-])ccc3s2)no1,2%
Cc1ccccc1C(=O)NC(C)C1CC2CCC1C2 (stereo unspecified),-1%
CCc1ccc(S(=O)(=O)Nc2ccccn2)cc1,3%
CC1CCN(C(=O)Cn2ncc3c4ccccc4n(Cc4ccc(Cl)cc4)c3c2=O)CC1,11%
CN1CCC=C(C(=O)N2c3ccccc3Sc3ccc(Cl)cc32)C1,12%
Cc1ccccc1OCC(=O)Nc1ccccc1C(=O)OCc1cc(=O)n2nc(C3CC3)sc2n1,6%
CCCC(=O)N=c1sc2cccc(F)c2n1C,4%
Cn1c(SCC(=O)NNC(=O)c2ccccc2O)nnc1-c1ccccc1,-13%
COc1cccc(CNC(=O)CN(C)S(=O)(=O)c2ccc3[nH]c4c(c3c2)CCCC4)c1,-2%
O=C(CSc1nnc(NC(=O)c2cccc(F)c2)s1)NC1CC1,-1%
O=C(NCC(c1cccnc1)N1CCN(Cc2ccccc2)CC1)C(=O)Nc1ccc(F)cc1 (stereo unspecified),-8%
CCN(CC)C(=O)C1CCCN(c2ccc([N+](=O)[O-])cc2/C=N/NC(=O)c2ccc([N+](=O)[O-])cc2)C1 (stereo unspecified),-37%[inhibitor]

The list goes on (5 carried over from the part before).
structure,aSyn yeast rescue
Cn1c(SCC(=O)NNC(=O)c2ccccc2O)nnc1-c1ccccc1,-13%
COc1cccc(CNC(=O)CN(C)S(=O)(=O)c2ccc3[nH]c4c(c3c2)CCCC4)c1,-2%
O=C(CSc1nnc(NC(=O)c2cccc(F)c2)s1)NC1CC1,-1%
O=C(NCC(c1cccnc1)N1CCN(Cc2ccccc2)CC1)C(=O)Nc1ccc(F)cc1 (stereo unspecified),-8%
CCN(CC)C(=O)C1CCCN(c2ccc([N+](=O)[O-])cc2/C=N/NC(=O)c2ccc([N+](=O)[O-])cc2)C1 (stereo unspecified),-37%[inhibitor]
COC(=O)c1ccc(C(=O)OC)c(NC(=O)CSc2cccc[n+]2[O-])c1,-58%[inhibitor]
CCc1nc2ccc(C(=O)Nc3nnc(C)s3)cc2nc1CC,-1%
CCOC(=O)c1[nH]c(C)c(CCC(=O)NC(C)c2ccccc2)c1C (stereo unspecified),-5%
Cc1ccc(N(C(=O)c2cccc(C)c2)S(=O)(=O)c2ccc(Cl)cc2)cc1,-29%
CCN(CC)c1ccc(NC(=O)c2nc3nc(C)cc(C(F)F)n3n2)cc1,-3%
N#C/C(=C\c1ccc(OCc2ccc(Cl)cc2)cc1)C(=O)Nc1cccc(C(=O)O)c1,-4%
COc1ccc(C(=O)NCc2ccc3c(c2)CCN3C(=O)c2cccc(C)c2)cc1OC,-8%
CCc1nnc(SCc2nc(-c3ccccc3Cl)oc2C)c2cc3sc(C)cc3n12,14%
Cc1ccc(/C=C/c2onc(C)c2S(=O)(=O)N2CCC(C(=O)NCc3ccc(Cl)cc3)CC2)cc1,2%
O=C(Nc1ccc2nc(SCCOc3ccccc3Cl)sc2c1)c1ccc2c(c1)OCO2,-3%
Cc1nn(C)cc1S(=O)(=O)NC1CCCC1,-1%
C[C@@H]1CN([C@H](C)CO)C(=O)CCCn2cc(nn2)CO[C@H]1CN(C)C(=O)Nc1ccc(-c2cccs2)cc1,-9%

(cont.)
structure,aSyn yeast rescue
COc1ccc(/C=N/OCC(=O)OCC(=O)N(C)c2ccccc2)cc1,0%
O=C(NC(=S)Nc1cccc(F)c1)c1cccc([N+](=O)[O-])c1,0%
CC(C)c1ccccc1NC(=O)C(Cc1c[nH]c2ccccc12)NC(=O)OC(C)(C)C (stereo unspecified),0%
Cc1c(Cl)cccc1-n1ncc(C(=O)NC2CCCC2)c1C1CCN(C(=O)OC(C)(C)C)CC1,1%
CCOc1ccc(NC(=O)c2cc(S(=O)(=O)N3CCCC3)c[nH]2)cc1,-10%
CCOc1ccccc1NC(=O)c1cc2c(=O)oc3ccccc3c2s1,-1%
CCCCN(C)C(=O)Cn1nc(-c2ccc(Cl)cc2)ccc1=O,1%
Cc1nc2cccnc2n1-c1cccc(C(=O)NCCc2ccc(S(N)(=O)=O)cc2)c1,-3%
Cn1c(=O)c(C(=O)CSc2ccccc2)c(N)n(Cc2ccccc2)c1=O,1%
COc1ccccc1C(=O)NC(=O)COC(=O)c1cnc(C)cn1,2%
CCC1CN(C(=O)Nc2ccc(C)c(F)c2)c2ccccc2S1 (stereo unspecified),-7%
COc1ccc(C(C#N)CC(=O)c2ccc(OCc3ccccc3)c(OC)c2)cc1OC (stereo unspecified),10%

Continuation.
structure,aSyn yeast rescue
COC(=O)c1ccc(CSc2nc3c([nH]c4ccccc43)c(=O)n2-c2cc(C)cc(C)c2)o1,-4%
Cc1ccc2c(c1)N(C(=O)CCC(=O)NCc1cccc(F)c1)CC(C)O2 (stereo unspecified),5%
COc1ccc(C2N=C(N)Nc3nc4ccccc4n32)c(OC)c1OC (stereo unspecified),6%
NS(=O)(=O)c1ccc(CCNC(=O)CSc2nc3c(sc(=S)n3-c3ccccc3)c(=O)[nH]2)cc1,-6%
COc1ccc([C@H]2C[C@H](n3cc(-c4ccc(F)cc4)nn3)[C@@H](O)CN2Cc2cccs2)cc1,4%
CCOC(=O)/C(C#N)=C/Nc1ccsc1C(=O)OC,4%
CCNc1ccc(-c2nc(-c3ccccn3)no2)cc1[N+](=O)[O-],-2%
Cc1ccc(OC(=O)N(C)C[C@@H]2OCc3cn(nn3)CCCC(=O)N([C@H](C)CO)C[C@H]2C)cc1,-5%
O=C(NCCc1c[nH]c2ccccc12)C(=O)Nc1ccccc1,-8%
CCN(CC)c1ccc(NC(=O)Cn2c3ncccc3c(=O)n2-c2ccccc2)c(C)c1,0%
COc1ccccc1NC(=O)c1cc(C2CC2)nc2c1c(C)nn2-c1ccc(C)cc1,6%
CCCC(=O)N1CC(=O)Nc2ccc(Cl)cc2C1c1ccccc1 (stereo unspecified),0%

(more compounds)
structure,aSyn yeast rescue
CCOc1ccc(C(=O)Nc2c(C(=O)c3ccc(OC)cc3)oc3ccccc23)cc1,8%
COc1ccc(-c2nn(-c3ccccc3)cc2C(=O)Nc2ccccc2OC)cc1,1%
CCCc1cc(N2CCN(c3ccccc3F)CC2)n2cnnc2n1,6%
CCCc1nnc(SCC(=O)Nc2cc(C)on2)n1CCOC,2%
Cc1cccc(C(C)C)c1NC(=O)Cn1c(=O)oc2cc(S(=O)(=O)N3CCCC3)ccc21,-1%
O=C(CSCC(=O)N1CCOCC1)Nc1nc(-c2ccccc2)cs1,5%
Cc1nc2sccn2c(=O)c1S(=O)(=O)N1CCN(c2cccc(Cl)c2)CC1,-8%
CC(C)OCCCn1c(SCC(=O)c2ccccc2)nc2c(sc3ccccc32)c1=O,5%
CCOC(=O)N1CN(C(=O)OCC)CN(C(=O)OCC)C1,3%
CCC(=O)N1c2ccccc2CC1C(=O)NCCN1CCN(c2cccc(C)c2C)CC1 (stereo unspecified),-4%
Cc1ccc2c(=O)cc(C(=O)N(Cc3ccc(N(C)C)cc3)C3CCS(=O)(=O)C3)oc2c1 (stereo unspecified),-6%
CC1CCCCN1C(=O)CSCC(=O)Nc1nc(-c2cccs2)cs1 (stereo unspecified),13%

More compounds follow:
structure,aSyn yeast rescue
CCOc1ccccc1NC1(c2ccccc2)C(=O)c2ccccc2C1=O,3%
Cc1cccn2cc(-c3cccc(NS(=O)(=O)c4ccc(Cl)c(Cl)c4)c3)nc12,-29%
O=C(OCc1ccccc1F)c1cc(S(=O)(=O)N2CCCCC2)ccc1N1CCOCC1,11%
O=C(O)CC/C(=C\c1cc2c(cc1Br)OCO2)c1nc2ccccc2s1,2%
COc1ccc(-c2cn3c(C)c(C(=O)NCc4ccc5c(c4)OCO5)sc3n2)cc1,-9%
Cc1cc(C(=O)NNC(=S)Nc2ccccc2)nn1C,-13%
CC(C)COC(=O)N(C)C[C@H]1OCc2cnnn2CCCC(=O)N([C@@H](C)CO)C[C@H]1C,5%
CNC(=S)N/N=C/c1ccc(-c2ccc(Cl)c([N+](=O)[O-])c2)o1,-17%
CC1CCCN(Cc2nc3c(c(=O)n(C)c(=O)n3C)n2Cc2c(F)cccc2Cl)C1 (stereo unspecified),-14%
CC1CCCN(C(=S)Nc2ccc(Nc3ccccc3)cc2)C1 (stereo unspecified),12%
COc1ccc(N2CCN(C(=O)c3ccc(C)c(NC(=O)c4nsc5ccccc45)c3)CC2)cc1,1%
CCOC(=O)c1ccc(NC(=O)CSc2cc(=O)n(CC)c3ccccc23)cc1,-13%

The list goes on.
structure,aSyn yeast rescue
O=C(CCn1c(=O)c2cccn2c2cccnc21)NCc1cccc(Br)c1,5%
COc1ccc(CCN2CC(C(=O)NCCc3ccc(C)cc3)CC2=O)cc1OC (stereo unspecified),5%
CCCCN(C)C(=O)CS(=O)(=O)Cc1nc(-c2cccc(OC)c2)oc1C,12%
CN(C)c1ccc(C(=O)Nc2cccc(-c3nc4cccnc4s3)c2)cc1,-13%
CCOc1ccc(N(CC)C(=O)CSc2n[nH]c(-c3ccccc3)n2)cc1,3%
Cc1noc(C)c1CSCC(=O)Nc1nc(-c2ccc(F)c(F)c2)cs1,3%
O=C(Nc1ccc(-c2nc3ccccc3[nH]2)cc1)C1CCCN(Cc2ccn[nH]2)C1 (stereo unspecified),-8%
CN(C)C(CNC(C(=O)Nc1ccc(F)cc1)c1ccccc1)c1ccccc1 (stereo unspecified),2%
CCc1nc(SCC(=O)Nc2ccccc2OC)n[nH]1,0%
Cc1cccc(-n2ncc3c2CCCC3NC(=O)c2ccncc2)c1C (stereo unspecified),-10%
Cc1ccc(CNS(=O)(=O)c2cc3c(cc2C)NC(=O)CO3)cc1,-2%&-1%
CCOC(=O)/C(C#N)=C/c1cccc(F)c1,4%

Following part.
structure,aSyn yeast rescue
Nc1nccnc1C(=O)OCC(=O)C12CC3CC(CC(C3)C1)C2,6%
CCCc1cc(N2CCN(c3ccccc3)CC2)n2cnnc2n1,1%
CC(C(=O)Nc1ccccc1C(F)(F)F)n1nc(-c2ccccc2)c2c(c1=O)CCCC2 (stereo unspecified),10%
COC(=O)c1ccc(C(=O)OC)c(NC(=O)c2c(-c3ccccc3)noc2C)c1,0%
Cc1ccccc1-n1c(SC(C)C(=O)N2CCN(C)CC2)nc2ccccc2c1=O (stereo unspecified),-5%
O=C(COc1ccccc1)Nc1nnc(SCc2cc(=O)c3ccccc3[nH]2)s1,-3%
CCN(Cc1ccccc1)S(=O)(=O)c1ccc(C(=O)N(CCCN(C)C)c2nc3cc(OC)ccc3s2)cc1,-4%
COc1cc(NC(=O)CSc2nccn2C)cc(OC)c1OC,-1%
CCn1c(-c2cccc(S(=O)(=O)N3CCCC3)c2)n[nH]c1=S,-4%
Cc1ccccc1C(=O)Nc1ccc(S(=O)(=O)Nc2onc(C)c2C)cc1,10%
COCCNC(=O)c1cccc(Nc2nc3ccccc3n3nnnc23)c1,1%
COc1ccccc1CNC(=O)COC(=O)Cn1cnc2c1c(=O)n(C)c(=O)n2C,2%

Later entries
structure,aSyn yeast rescue
CC(C)C[C@H](NC(=O)[C@@H]1Cc2ccccc2CN1C(=O)OC(C)(C)C)C(=O)NCC1CCC(C(=O)O)CC1 (stereo partly specified),-7%
COc1ccccc1CNC(=O)CSc1nc2nc(C)c(Cc3ccccc3C)c(C)n2n1,-4%
C#CCn1c(=NC(=O)c2ccco2)sc2cccc(Cl)c21,-5%
CC(C)CCn1c(SCc2ccc(F)cc2Cl)nc2ccsc2c1=O,6%
O=C(c1cccc(Cl)c1)N1CCN(Cc2c[nH]c3ccccc23)CC1,1%
CCOC(=O)C1CCN(C(=O)c2ccc3c(=O)n4nc(Nc5ccccc5CC)sc4nc3c2)CC1,-6%
Cc1ccc(-c2nn(-c3cccc([N+](=O)[O-])c3)c3c2cnc2ccc(F)cc23)cc1,5%
CCCCCCCCSC1=CC(=O)C(OC)=C(OC)C1=O,2%
CCc1ccc(NC(=O)C2CCN(S(=O)(=O)c3c(C)noc3C)CC2)cc1,-5%
CCOc1ccccc1NC(=O)N(Cc1ccc(C)o1)C1CCN(C(C)=O)CC1,6%
Cc1c(O)c(CN(C)C)cc2c1oc(=O)c1ccccc12,-5%
COc1ccc(C2CC(=O)C(CS(=O)(=O)c3ccccc3)C(=O)C2)cc1 (stereo unspecified),5%

Among those listed so far, these contain a tert-butyl group:
structure,aSyn yeast rescue
CC(C)c1ccccc1NC(=O)C(Cc1c[nH]c2ccccc12)NC(=O)OC(C)(C)C (stereo unspecified),0%
Cc1c(Cl)cccc1-n1ncc(C(=O)NC2CCCC2)c1C1CCN(C(=O)OC(C)(C)C)CC1,1%
CC(C)C[C@H](NC(=O)[C@@H]1Cc2ccccc2CN1C(=O)OC(C)(C)C)C(=O)NCC1CCC(C(=O)O)CC1 (stereo partly specified),-7%

Going on with the list:
structure,aSyn yeast rescue
CCOC(=O)C(C)Oc1cccc2c(=O)n(CC(=O)NCCc3ccc(OC)c(OC)c3)ccc12 (stereo unspecified),7%
CCC(=O)N1CCc2cc(Br)cc(S(=O)(=O)CCC(=O)NCc3ccccc3)c21,-3%
Cc1nn(S(=O)(=O)c2ccc(F)cc2)c(C)c1S(=O)(=O)N1CCCCC1,-9%
COc1cc(C2c3c(-c4ccccc4O)n[nH]c3C(=O)N2Cc2ccco2)ccc1OCC(C)C (stereo unspecified),8%
O=C(Nc1cccc(C(F)(F)F)c1)C1CCCN1S(=O)(=O)c1cccc2nsnc12 (stereo unspecified),7%
COc1cccc(C(=O)NC2CC3CCCC(C2)N3Cc2ccc(F)cc2)c1 (stereo unspecified),0%
COc1ccc(COn2nnc3ccc(S(=O)(=O)N4CCOCC4)cc32)cc1F,6%

Three structures from above, ordered by molecular weight, lowest first.
structure,aSyn yeast rescue
CCCc1nnc(SCC(=O)Nc2cc(C)on2)n1CCOC,2%
CCCCN(C)C(=O)CS(=O)(=O)Cc1nc(-c2cccc(OC)c2)oc1C,12%
Cc1ccc(-c2nn(-c3cccc([N+](=O)[O-])c3)c3c2cnc2ccc(F)cc23)cc1,5%
